Source: PubChem
RmlCD inh mix – RmlC/RmlD inhibition, mixture screen; RmlC/RmlD coupled enzyme inhibition, 384-well mixture HTS; 0.39% of 110,000 active; inhibition, % at 5.5 µM; in the data active = inhibition above about 30%, passing the limit was not always enough; note: strong numbers were not always called active
RT RNaseH block – blocks HIV-1 RNase H cleavage of RNA/DNA duplex. RT-RNase H RNA/DNA duplex cleavage, fluorescence. inhibition, % at 10 µM. 1.9% of 65,000 active. AID 565; in the data active = inhibition above about 50%
Starred values were filed as active, the others as inactive; / = no result given.

mol | RmlCD inh mix | RT RNaseH block
COc1cccc(C(c2nnnn2C(C)(C)C)N2CCN(C3CCCCC3)CC2)c1OC (centres undefined) | 2 | -6
CC1Cc2ccccc2N1C(=O)CSc1nnc(NC(=O)Cc2cccs2)s1 (centres undefined) | 11 | -2
O=C(NC1CCCC1)c1ccc2nc[nH]c2c1 | 7 | -5
CC(NC(=O)C(c1ccccc1)c1ccccc1)C(=O)O (centres undefined) | -11 | -2
CC(=O)Nc1ccc(Oc2sc(C(=O)c3ccccc3)c(N)c2C#N)cc1 | -5 | /
Cc1c(C(C)NC(=O)Nc2ccc(F)cc2F)cnn1C (centres undefined) | 11 | 0
O=C(OCc1ccccc1)/C(=C/c1ccc(Cl)cc1)NC(=O)c1ccccc1Cl | 5 | /
c1ccc2c(c1)nnn1c3ccccc3nc21 | -8 | -17
Cc1oc(-c2ccc(Cl)cc2)nc1CS(=O)CC(=O)NCc1cccs1 (centres undefined) | 3 | /
C=CCn1c(O)c(CN2CCN(Cc3ccccc3)CC2)c(C)c(C#N)c1=O | 7 | 1
O=C(NCCc1c[nH]c2ccccc12)C1Cc2ccccc2CN1C(=O)c1ccco1 (centres undefined) | -10 | 9
CCC(C)(C)NC(=O)CN(C(=O)CNS(=O)(=O)c1ccc(C)cc1)c1ccc2c(c1)OCCO2 | -5 | -8
CN(C)CCCNc1c2c(c(C#N)c3nc4ccccc4n13)CCC2 | / | -10
Cn1c(=O)c2c(nc(N3CCN(Cc4ccccc4)CC3)n2CCSc2ncccn2)n(C)c1=O | / | 1
CC1(C)CC(=O)C(C=NCCN2CCN(C(=O)Cc3ccccc3)CC2)=C(O)C1 | -26 | -12
Cn1nnnc1SCC(=O)NCc1cccs1 | -9 | /
N#Cc1cn(CC(=O)N2CCc3ccccc3C2)c2ccccc12 | 7 | /
CCCCCn1c(N)c(C(=O)NCCN2CCOCC2)c2nc3ccccc3nc21 | -85 | -40
CCOC(=O)c1cccc(NC(=O)/C(=C\c2ccccc2)NC(=O)c2ccccc2Cl)c1 | 13 | /
CCn1cc(C(=O)NCc2ccco2)c(=O)c2cc(S(=O)(=O)N3CC(C)CC(C)C3)ccc21 (centres undefined) | -15 | 7
NC(=O)CN(c1ccccc1)C1SC(=O)N(Cc2ccccc2)C1=O (centres undefined) | 7 | 2
Cc1csc(=N)n1CC(=O)N1CCc2ccccc21 | 6 | 5
Cc1ccc(NC(=O)C(C)N2C(=O)c3ccccc3C2=O)cc1 (centres undefined) | 4 | -3
CSc1nnc2n(CCc3ccccc3)c(=O)c3c4c(sc3n12)CCCC4 | / | -4
CC(=O)Oc1cc2c(C(=O)NCCCN3CCOCC3)c(C)oc2c2ccccc12 | -18 | -11

An excerpt of these results, with values under each structure.
Fields – RmlCD inh mix, RT RNaseH block
> Cc1oc(-c2ccc(Cl)cc2)nc1CS(=O)CC(=O)NCc1cccs1 (centres undefined)
 : 3, /
> C=CCn1c(O)c(CN2CCN(Cc3ccccc3)CC2)c(C)c(C#N)c1=O
 : 7, 1
> O=C(NCCc1c[nH]c2ccccc12)C1Cc2ccccc2CN1C(=O)c1ccco1 (centres undefined)
 : -10, 9
> CCC(C)(C)NC(=O)CN(C(=O)CNS(=O)(=O)c1ccc(C)cc1)c1ccc2c(c1)OCCO2
 : -5, -8

Next records follow.
mol | RmlCD inh mix | RT RNaseH block
O=C(O)CCC(=O)Nc1ccc(S(=O)(=O)Nc2nccs2)cc1 | -4 | 1
CCc1cccc(Nc2cc(C)nc3ncnn23)c1 | / | -9
O=C(COc1ccccc1)Nc1ncccn1 | 3 | /
O=[N+]([O-])c1ccc(Nc2ccc3ccccc3c2)nc1 | 21 | /
CNc1nc(-c2ccccc2)cc(C(F)(F)F)c1C#N | -71 | /
CCCCN1C(N)=NC[C@@H]1Cc1ccccc1 | -9 | /
Cn1c(=O)c2c(ncn2CC(=O)N2CCOCC2)n(C)c1=O | -9 | -8
Cc1ccc2c(c1)[nH]c1c(=O)n(CCN3CCCCC3)cnc12 | 6 | -17
OC(c1ccc(Cl)cc1)C(O)c1nc2ccccc2[nH]1 (centres undefined) | -12 | /
COc1ccc(C(=O)NCCn2cc(SCC(=O)Nc3nnc(C)s3)c3ccccc32)cc1 | 10 | 0
Cc1ccc(S(=O)(=O)N2CCC(C(=O)N3CCC4(CC3)OCCO4)CC2)cc1 | -2 | 0
O=C1C2C3CCC(C3NCc3ccccc3)C2C(=O)N1Cc1ccccc1 (centres undefined) | 0 | /
Cc1nc2c(c(=O)n1CC1CCCO1)c1nc3ccccc3nc1n2Cc1ccc2c(c1)OCO2 (centres undefined) | / | 38
COc1ccc(C(=O)NC(Cc2ccccc2)c2ccc3c(c2)OCCCO3)cc1 (centres undefined) | 8 | /
O=S(=O)(NCc1ccncc1)c1ccccc1 | 1 | /
Nc1c(S(=O)(=O)c2cccs2)c2nc3ccccc3nc2n1/N=C/c1cccc(O)c1 | -27 | 16
CC(=O)c1cnc(N2CCCCC2)nc1C | 9 | -5
CCCCNC(=O)c1onc(CSc2cccc3ccccc23)c1C(=O)O | -9 | /
Cc1ccnc(NC(=O)CCC(=O)N(CC(=O)NC2CCCCC2)c2cccc(C)c2C)c1 | -6 | 14
O=c1oc2cc(OCc3ccc([N+](=O)[O-])cc3)ccc2c2c1CCCC2 | 18 | /
COCCCn1c(SCC(=O)NC(C)(C)C)nnc1-c1ccccc1 | / | -34
O=C(/C=C/c1ccccc1)NNC(=O)C1CC1 | -14 | /
CC(C)CC(=O)OCc1cn(-c2ccccc2)nn1 | -12 | /
CCCCCOC(=O)c1cc(=O)[nH]c2ccccc12 | 4 | -72
COc1cccc(-c2nc(-c3ccc4c(c3)-c3ccccc3S4(=O)=O)c(-c3ccccc3)[nH]2)c1OC | -6 | /

Reprinted from the part before: three compounds; new compounds follow.
mol | RmlCD inh mix | RT RNaseH block
CC(C)CC(=O)OCc1cn(-c2ccccc2)nn1 | -12 | /
CCCCCOC(=O)c1cc(=O)[nH]c2ccccc12 | 4 | -72
COc1cccc(-c2nc(-c3ccc4c(c3)-c3ccccc3S4(=O)=O)c(-c3ccccc3)[nH]2)c1OC | -6 | /
CCCCN(CCCC)c1nc2ccccc2nc1C(C#N)C(=O)NCCCOC (centres undefined) | 45 | -59
COc1cnc(SCc2ccc(Cl)c(Cl)c2)nc1Cl | 9 | /
CCC(=NCc1ccco1)c1c(O)[nH]c(=O)[nH]c1=O | -3 | -8
COc1ccc2nc(NC(=O)CCn3cccc3)sc2c1 | -9 | -6
[O-]/[N+](=C\c1ccccc1)[C@@H]1CCCC[C@@H]1/[N+]([O-])=C/c1ccccc1 | -13 | -3
CCOCC(=O)NCc1ccc2c(c1)OCO2 | 0 | -7
O=C(CN1CCN(S(=O)(=O)c2ccc(F)cc2)CC1)Nc1cccc(C(F)(F)F)c1 | / | -7
COc1ccc(Cl)cc1Nc1nc(NCCO)nc(N2CCCC2)n1 | / | 10
C/C(CC(=O)Nc1cc(Cl)ccc1Cl)=N\NC(N)=S | -3 | /
CCc1sc(C(=O)Nc2cc(Cl)ccc2N2CCCCC2)cc1C | 0 | /
CC(=O)N(CN1C(=O)c2ccc([N+](=O)[O-])cc2C1=O)c1ccc(F)cc1 | -7 | /
Cc1cc(C)c(OCC(=O)Nc2nnn(C)n2)c(Br)c1 | 13 | -9
O=C(c1ccc([N+](=O)[O-])cc1)N(Cc1ccc(Cl)cc1Cl)N1C(=O)CCCC1=O | 6 | /
COC(=O)C[C@H]1c2ccccc2S(=O)(=O)N1Cc1ccc(OC)cc1 | -7 | /
CC1=C(C(=O)OCc2ccccc2)C(c2ccccc2)NC(=O)N1CCCCCC(=O)O (centres undefined) | 6 | /
CN(CC(=O)N1CCN(c2ccccn2)CC1)S(=O)(=O)c1ccc2ccccc2c1 | 5 | -31
CC(=O)c1cc(C#N)c(SCC(=O)OC(C)C)nc1C | 10 | -20
Cc1[nH]c2c(C(F)(F)F)cccc2c1CCN | -60 | -16
CC1CCN(C(=O)CSCc2ccc(Cl)cc2)CC1 | -478 | /
COC(=O)c1ccccc1S(=O)(=O)N(Cc1cc2ccc(OC)cc2[nH]c1=O)CC1CCCO1 (centres undefined) | 10 | -1
Cc1nc(SCCC(C)C)c([N+](=O)[O-])[nH]1 | 3 | /
O=[N+]([O-])c1ccccc1-c1ccc(/C=N/n2cnnc2)o1 | -3 | /
CCN(CC)C(=O)c1cc2cc(Br)ccc2oc1=O | 6 | -17
Cn1c(O)c(C=NC2CCN(Cc3ccccc3)CC2)c(=O)n(C)c1=O | / | -1
CC(=O)N1CCN(CCN=CC2=C(O)CC(c3cccs3)CC2=O)CC1 (centres undefined) | 11 | 2
CC(C)CC1C(C#N)=C(N)Oc2n[nH]c(-c3cccs3)c21 (centres undefined) | -10 | /
CCCC(c1c(C)n(C)n(-c2ccccc2)c1=O)c1c(C)n(C)n(-c2ccccc2)c1=O | -15 | 1
CCOCCCNC(=O)C1CCCCN1S(=O)(=O)c1ccc(F)cc1 (centres undefined) | -27 | -11
COc1ccc2c(CC(=O)OCC(=O)c3ccccc3OC)coc2c1 | 7 | /
CNCCOCC(O)CSc1ccccc1 (centres undefined) | 22 | -2
CCSCCOC(=O)C1=C(C)NC(=O)NC1c1cc(OC)ccc1OC (centres undefined) | -15 | -17
Cc1onc(-c2ccccc2Cl)c1C(=O)OCC(=O)c1ccc2c(c1)OCCO2 | 14 | -6
Cc1cccc(NC(=O)CSc2nc3c(c(=O)[nH]2)CCC3)c1C | / | -17
O=[N+]([O-])c1ccc(CSc2nnc(-c3cnccn3)o2)cc1 | 11 | /
Cc1ccc(C(=O)C2=C(O)C(=O)N(CCCN(C)C)C23C(=O)N(C)c2ccccc23)o1 (centres undefined) | 3 | -12
O=c1cc(N2CCC(Cc3ccccc3)CC2)[nH]c(=O)n1C1CCCCC1 | -7 | -4
O=S(=O)(CCSc1ccccn1)c1nc2ccccc2s1 | -12 | -68
CC1(C)C(=O)NCCN1C(=O)CCC(=O)O | -14 | /
CSCCC(=O)N1C(C)CCCC1C(=O)O (centres undefined) | 6 | /
Cn1c(=O)[nH]c(=O)c2c1nc(N1CCC(Cc3ccccc3)CC1)n2Cc1ccccc1 | -13 | -15
COCCNC(=O)C(c1ccc(C)o1)N(Cc1cccs1)C(=O)c1snc(C(N)=O)c1N (centres undefined) | -2 | 2
COc1ccc(C(CC(=O)N2CCCC(C)C2)c2c(OC)cc(OC)c3c(-c4ccccc4)cc(=O)oc23)cc1 (centres undefined) | 6 | /
CCCc1cc(=O)n2[nH]c(C)c(-c3ccccc3)c2n1 | 4 | 8
CN1CCC(N2CCCC(C(=O)O)C2)CC1 (centres undefined) | 1 | /
COc1ccc(N=C(C)C2=C(O)CSC2=O)cc1 | -13 | /
CC(C(=O)c1c[nH]c2ccccc12)N1CCc2ccccc2C1 (centres undefined) | 6 | -3
Cn1nc(Oc2nc(N3CCOCC3)nc(N3CCOCC3)n2)ccc1=O | 6 | /
CC1(C)CC(=O)C(N=Nc2cc(Cl)c(Cl)c(Cl)c2)=C(O)C1 | -18 | /
CS(=O)(=O)N(Cc1ccco1)CC(O)Cn1cc(C=O)c2ccccc21 (centres undefined) | 8 | /
O=C(O)C=C1C2CC3CC(C2)CC1C3 | -19 | -4

The listing continues:
mol | RmlCD inh mix | RT RNaseH block
Cc1ccc(C(=O)COC(=O)CCC(=O)Nc2cc(Cl)ccc2Cl)cc1[N+](=O)[O-] | 1 | /
Cc1c(NC(=O)CSc2nnc(COc3ccccc3)n2-c2ccccc2)c(=O)n(-c2ccccc2)n1C | 0 | /
COc1cc(NC(=O)C2CCCCC2)c(OC)cc1NC(=O)CN1CCCCC1 | 3 | 4
Cc1ccc(OCc2nnc(SCC(=O)Nc3ccc4c(c3)OCCO4)n2Cc2ccco2)cc1 | 11 | -15
O=C(NCCN1CCOCC1)c1ccc(-c2ccccc2)cc1 | 12 | -18
COCCNC(=O)C(C#N)c1nc2ccccc2nc1N1CCN(Cc2ccc3c(c2)OCO3)CC1 (centres undefined) | / | -7
N#Cc1nc(COc2ccccc2)oc1N1CCN(Cc2ccccc2)CC1 | 3 | -37
CCOCCCNC(=O)Cc1cc(=O)[nH]c(=O)[nH]1 | 9 | 6
COc1cc(C(=O)OCn2nnc3ccccc3c2=O)cc(OC)c1OC | -133 | -33
CC1Oc2cc3oc4c(O)c(O)ccc4c(=O)c3c(O)c2C1(C)C (centres undefined) | 7 | /
CCCCn1c(SCC(N)=O)nc2c(sc3ccccc32)c1=O | -1 | /
COC(=O)c1sc2ccccc2c1-n1cccc1C(=O)C(=O)Nc1ccc(F)cc1 | -15 | /
O=C(c1cccs1)N1CCCC1 | 5 | /
CC1(C)Cc2c(sc3c2c(=N)n(Cc2ccco2)c(=O)n3CC(=O)Nc2ccc(Cl)cc2)CO1 | -11 | 4
CN(c1ccccc1C(=O)O)S(C)(=O)=O | -12 | -5
CC1C/C=C/C=C/C=C/C=C/C(O[C@@H]2O[C@H](C)[C@@H](O)[C@H](N)[C@@H]2O)CC2OC(O)(CC(O)CC3OC3/C=C/C(=O)O1)CC(O)C2C(=O)O (some centres undefined) | / | -11
Cc1cc(C(C)(C)C)ccc1OCCN1CCCC1 | 2 | /
O=C(Nc1ccc(CN2CCOCC2)cc1)c1ccc(-c2cccc(Cl)c2)o1 | -9 | /
COc1ccc(Cn2nnnc2C(c2cc3ccc(OC)cc3[nH]c2=O)N2CCC(C)CC2)cc1 (centres undefined) | -9 | /
CCn1c2ccccc2c2cc(NS(=O)(=O)c3ccc(C)cc3)ccc21 | 8 | /
Cc1ccc2nc3c(cc2c1)c(NC(=O)C1CCCO1)nn3CC(C)C (centres undefined) | -25 | /
CCCCN(C)C(=O)c1cn(CC)c2ccc(S(=O)(=O)N(C)C)cc2c1=O | -1 | -11
COc1ccc(S(=O)(=O)Nc2c(C)ccc3nsnc23)cc1OC | 11 | -32
Cc1cc(C)n2nc(C(=O)Nc3ccc4c(c3)OCO4)nc2n1 | 10 | 14
Cc1ccc2occ(C(c3nnnn3C3CCCC3)N3CCN(C(=O)c4ccco4)CC3)c(=O)c2c1 (centres undefined) | -17 | 2

A portion of the library; rates above refer to the full screens.
